High-throughput results as filed in PubChem.
BaF3 parental: reduces parental Ba/F3 cell viability, JAK2V617F counter-screen; CellTiter-Glo ATP luminescence; AID 1486; inhibition, % at 5.6 µM; 220,000 compounds, 1.1% hits;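 active = inhibition above a per-campaign cutoff, the mean inhibition of all tested compounds plus 3 SD, cut at about 27% in these data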;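 also: 0% = DMSO wells and 100% = JAK Inhibitor I control wells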
S1P4 ag: agonists of human S1P4 receptor | AID 1509 | S1P4-expressing cell line, agonist reporter assay | 220,000 compounds, 0.35% hits | activation, % at 4.98 µM; in the data active = activation above about 11%;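 also: 0% = DMSO vehicle and 100% = reference agonist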
S1P4 antagonist: antagonists of human S1P4 receptor | O95977 | S1P4-expressing cells, antagonist mode, reporter read-out | inhibition, % at 4.98 µM | 220,000 compounds, 0.26% hits | AID 1510; in the data active = inhibition above about 29%;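 also: 0% = wells stimulated with agonist and 100% = vehicle wells without agonist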
Ba/F3 V617F tox: loss of viability in JAK2V617F-driven Ba/F3 cells | Ba/F3 EpoR-JAK2V617F viability, ATP luminescence | inhibition, % at 5.6 µM | 220,000 compounds, 1.1% hits;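 active = inhibition above the campaign mean plus 3 SD over all tested compounds, cut at about 24% in these data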;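 also: cytokine-independent growth of Ba/F3 cells driven by EpoR plus mutant JAK2; 0% = DMSO-treated cells and 100% = JAK inhibitor I control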
eIF4E-4G inh: eIF4E/eIF4G interaction inhibition in translation initiation; 220,000 compounds, 0.37% hits; TR-FRET eIF4E-eIF4GI(517-606) binding, 2 h; P63073+Q04637; inhibition, % at 21.7 µM;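 active = inhibition above about 30%, limit read from the data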;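 also: 0% = full FRET control wells and 100% = background wells lacking eIF4GI fragment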
NPY-Y2 PAM-ag: human NPY-Y2 potentiation or agonism, primary screen | 220,000 compounds, 0.45% hits | activation, % at 3.6 µM | P49146 | cells expressing NPY-Y2, potentiator/agonist read-out; in the data active = activation above about 27%;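 also: cells stimulated with NPY near EC25 plus isoproterenol at EC100; 0% = vehicle plus submaximal agonist and 100% = vehicle plus saturating agonist; some results beyond the cut were filed as inactive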
Target sequence (P49146 whole entry, looked up): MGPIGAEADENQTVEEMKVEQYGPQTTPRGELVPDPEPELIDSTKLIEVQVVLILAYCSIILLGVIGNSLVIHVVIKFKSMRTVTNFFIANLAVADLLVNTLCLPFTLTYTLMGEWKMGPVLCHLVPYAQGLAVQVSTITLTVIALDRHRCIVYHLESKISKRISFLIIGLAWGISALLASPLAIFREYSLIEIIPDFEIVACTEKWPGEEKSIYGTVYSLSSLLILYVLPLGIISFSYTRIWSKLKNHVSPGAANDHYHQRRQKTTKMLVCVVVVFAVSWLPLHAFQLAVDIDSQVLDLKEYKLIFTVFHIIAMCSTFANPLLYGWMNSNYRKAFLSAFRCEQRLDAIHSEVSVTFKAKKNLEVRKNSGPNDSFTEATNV
PERK inh: blocks human PERK kinase. CHO PERK-DD fusion, SEAP luminescence translation reporter. 220,000 compounds, 0.17% hits. inhibition, % at 5.6 µM. AID 1416. Q9NZJ5;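 active = inhibition above the mean inhibition of all tested compounds plus 3 SD, set separately per screening campaign, cut at about 2.9% in these data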;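 also: PERK kinase domain activated by AP20187 dimerizer at 100 nM; 0% = DMSO with dimerizer and 100% = rapamycin at 8.4 µM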
Wee1 degr inh: inhibitors of human Wee1 degradation; P30291; HeLa Luc-Wee1K328M stability, luciferase luminescence; 100% = proteasome inhibitor MG132 effect; reporter increase, % at 5 µM; 220,000 compounds, 1.2% hits;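 active = activation above the mean of all tested compounds plus 3 SD, set per screening run, cut at about 8.8% in these data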;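 also: cells exposed to compound for 20 h before luminescence read; 0% = DMSO alone and 100% = MG132 at 30 µM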
Target sequence (P30291 whole entry K328M): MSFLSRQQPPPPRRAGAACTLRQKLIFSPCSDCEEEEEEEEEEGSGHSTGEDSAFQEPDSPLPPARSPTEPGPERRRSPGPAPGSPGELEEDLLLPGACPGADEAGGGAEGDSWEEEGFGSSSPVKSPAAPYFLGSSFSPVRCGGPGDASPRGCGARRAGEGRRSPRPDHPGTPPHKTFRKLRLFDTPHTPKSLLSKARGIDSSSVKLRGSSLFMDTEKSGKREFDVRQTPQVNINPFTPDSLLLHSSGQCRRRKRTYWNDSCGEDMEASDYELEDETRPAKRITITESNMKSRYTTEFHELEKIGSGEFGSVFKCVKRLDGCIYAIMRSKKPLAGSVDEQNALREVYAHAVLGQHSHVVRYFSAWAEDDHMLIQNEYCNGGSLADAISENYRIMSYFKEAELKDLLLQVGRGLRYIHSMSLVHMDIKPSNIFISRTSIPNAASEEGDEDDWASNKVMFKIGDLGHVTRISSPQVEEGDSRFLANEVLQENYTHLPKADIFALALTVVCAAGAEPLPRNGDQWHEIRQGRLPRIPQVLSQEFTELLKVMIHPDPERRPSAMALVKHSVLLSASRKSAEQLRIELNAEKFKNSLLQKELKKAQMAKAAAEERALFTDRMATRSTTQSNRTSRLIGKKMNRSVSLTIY
Mdm2 ligase inh: inhibitors of human Mdm2 E3 ubiquitin ligase; cell-based MDM2 ubiquitination luciferase reporter, 2 h; 0 = plate control, 100 = twice control, blank-subtracted; signal enhancement, % at 5 µM; Q00987; AID 1230; 210,000 compounds, 0.11% hits;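 active = signal enhancement of 30% or more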;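 also: luminescence tracks abundance of the self-degrading MDM2-luciferase fusion protein; higher signal means inhibition of MDM2 E3 ligase activity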
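Material: stable MDM2–luciferase fusion reporter cells / Quantity: 2000 cells/well / Dosing: single 5 µM compound dose, 0.2% final DMSO / Buffer or medium: DMEM / Schedule: 4 h cell settling then 2 h compound exposure, 37 °C / Detection: luminescence with SteadyLite reagent, 15 min at room temperature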
* = called active by the depositor; . = no result given; [ ] = remark or other dose.

Under each structure – Ba/F3 V617F tox | eIF4E-4G inh | NPY-Y2 PAM-ag | PERK inh | S1P4 antagonist | Mdm2 ligase inh | S1P4 ag | BaF3 parental | Wee1 degr inh
[1] CC1CN(C(=O)Nc2ccc(F)cc2)C2(CCCCCC2)O1 (centres undefined)
    -1 | 0 | 8 | 0.6 | -17 | -7 | 0.4 | 5 | -3
[2] Cc1cnc(NC(=O)CCNC(=O)c2ccccc2Cl)s1
    -2 | 6 | 15 | 1.6 | -11 | 2 | -0.6 | 0 | -2
[3] CCOC(=O)C1(CC2CCCCO2)CCN(C(=O)Nc2ccccc2SC)CC1 (centres undefined)
    2 | -2 | -13 | 1.3 | -18 | -30 | 2.4 | 5 | 12*
[4] O=C(NC1CC1)C1CC(=O)N(C2CCCCC2)C1 (centres undefined)
    2 | -4 | 5 | -0.2 | 9 | -3 | -2.6 | 1 | -3
[5] Cc1ccccc1N=CC=C1OC(C)(C)C(C)(C)O1
    0 | -2[fluorescence artefact?] | 9 | -0.2 | -1 | -2 | -1.7 | 5 | 0
[6] Cc1ccc(S(=O)(=O)/N=C(\N)Nc2nc(C)c3cc(C)c(C)cc3n2)cc1
    0 | 5[fluorescence artefact?] | -8 | -0.9 | -4 | -4 | -1.9 | 0 | 3
[7] O=C(NNC(=O)C1CCCN(c2ncccn2)C1)c1ccncc1 (centres undefined)
    1 | 0 | 4 | 0.0 | -4 | -4 | 1.0 | 3 | 0
[8] COc1ccccc1/C=C/C(=O)NCc1ccccn1
    -6 | 2 | -8 | 0.3 | -8 | -4 | -0.1 | 4 | 0
[9] CCCCOC(=O)N1CCOCCOCCN(C(=O)OCCCC)CCOCCOCC1
    3 | -6[fluorescence artefact?] | 2 | -1.5 | -6 | -9 | 1.4 | 1 | 1
[10] Cc1occc1C(=O)NNC(=S)NCC(C)C
    -3 | -1 | 0 | -0.1 | -40 | -1 | -1.2 | 3 | 0
[11] CCOc1ccc(NC(=S)NN(C)C(=S)Nc2ccc(OCC)cc2)cc1
    0 | 5 | -10 | -0.4 | -4 | 3 | 0.9 | 3 | 0
[12] C#CCOCCOCCOCCNc1nc(N2CCN(C(=O)C(Cc3ccc(O)cc3)n3cc(C(N)CC(C)C)nn3)CC2)nc(N2CCN(C(=O)C(Cc3ccc(O)cc3)n3cc(C(N)C(C)CC)nn3)CC2)n1 (centres undefined)
    -4 | 4 | -8 | 1.5 | -7 | . | -0.3 | 0 | -2
[13] Cc1ccc(C(=O)C2=C(O)C(=O)N(c3ncccn3)C2c2ccc(F)cc2)o1 (centres undefined)
    -3 | -3 | -4 | 0.3 | 2 | -1 | 1.2 | -6 | -3
[14] O=C1CC(c2cccc(Br)c2)c2cc3c(cc2N1)CCC3 (centres undefined)
    46* | -10 | -11 | -0.9 | -11 | -2 | 1.7 | 62* | 1
[15] N#C/C(=C\c1ccccc1)C(=O)Nc1nncs1
    -2 | 3 | 3 | 0.7 | 16 | -8 | -0.8 | -7 | -2
[16] CCc1nnc(NS(=O)(=O)c2ccc(NC(=S)NC(=O)/C=C/c3ccc(C(C)C)cc3)cc2)s1
    -3 | 64*[fluorescence artefact?] | -2 | 0.4 | 2 | -9 | -0.5 | -1 | -2
[17] COc1ccc(CN2CCNC(=O)C2CC(=O)NCCSc2nccn2C)c(OC)c1 (centres undefined)
    -3 | 1 | -8 | 1.5 | -17 | -2 | 1.1 | 2 | 0
[18] O=c1cc(-c2ccccc2)nc(SCc2ccc(F)cc2)[nH]1
    0 | -2 | -5 | 0.5 | 11 | -10 | 2.6 | 4 | 0
[19] CCOC(=O)c1cc2sc(C)cc2n1CC(=O)N1CCc2ccccc21
    0 | -1[fluorescence artefact?] | 0 | 0.7 | 11 | -15 | 0.2 | 2 | -1
[20] CC(=O)C(CC(=O)N1CCCc2ccccc21)C(=O)Nc1ccc(F)cc1 (centres undefined)
    -4 | -11[fluorescence artefact?] | 5 | -0.6 | 0 | 0 | -1.4 | 3 | 3
[21] COc1ccc2oc(C)c(C(N)=O)c2c1
    1 | -4 | 3 | 0.8 | -7 | -11 | 1.6 | 4 | 1
[22] O=C(CN1C(=O)C2CC=CCC2C1=O)Nc1nnc(SCc2ccc(F)cc2)s1 (centres undefined)
    0 | 1 | -20 | 0.8 | -15 | -36 | 0.1 | 0 | 0
[23] O=C(COC(=O)c1ccco1)Nc1nc2ccc([N+](=O)[O-])cc2s1
    -6 | 7 | 42* | 1.0 | 9 | -10 | -1.1 | 0 | -2
[24] Cc1cccc2c(=O)c(C(=O)NCc3cccs3)c[nH]c12
    -3 | . | -15 | -0.3 | -21 | . | -0.7 | 1 | -1
[25] CCOC(=O)c1sc2nc(C)nc(SCC(=O)NC(C)CCc3ccccc3)c2c1C (centres undefined)
    0 | 5 | 6 | 0.6 | -32 | -5 | 0.4 | 9 | -2
[26] C=CCNC(=O)c1cc(-c2ccccc2O)on1
    1 | -1 | 1 | 0.6 | -14 | -32 | 1.5 | 3 | 1
[27] O=Cc1cc2ccccc2nc1SCc1ccc(Cl)cc1
    3 | 3 | -13 | 1.4 | -9 | -11 | 0.9 | 3 | 1
[28] CCCNC(=O)OCC12CC3CC(CC(C3)C1)C2
    -4 | 0 | 10 | 0.8 | -24 | -16 | 0.3 | -1 | 2
[29] O=C(Nc1nc(=O)n(C(=O)C2CC2)s1)c1ccccc1
    -1 | 2 | -5 | 0.9 | 6 | -12 | -2.4 | 4 | -1
[30] CCOCC(=O)Nc1cc(C)on1
    1 | 3 | 4 | 2.4 | 8 | -5 | 1.8 | 6 | 2

Under each structure – Ba/F3 V617F tox | eIF4E-4G inh | NPY-Y2 PAM-ag | PERK inh | S1P4 antagonist | Mdm2 ligase inh | S1P4 ag | BaF3 parental | Wee1 degr inh
[31] Nc1cccc(C(=O)Nc2ccc(N)cc2Cl)c1
    -1 | -6 | 17 | 1.6 | 3 | 9 | 0.5 | 6 | -1
[32] CC(=O)Nc1ccc(S(=O)(=O)NNC(=O)COc2ccc(C)cc2)cc1
    -2 | 5 | -5 | 0.8 | -25 | -6 | -0.5 | 7 | 2
[33] CCN(CC)CCOc1ccc(/C(=C(/Cl)c2ccccc2)c2ccccc2)cc1
    1 | 14 | -15 | -0.4 | -8 | -1 | -0.5 | 9 | 3
[34] O=[N+]([O-])c1ccc(S(=O)(=O)N2CCN=C2SCc2cccnc2)cc1
    -2 | 2 | 0 | 0.5 | -11 | -23 | 0.8 | 1 | 12*
[35] COc1cc(S(=O)(=O)N(Cc2ccccn2)Cc2ccccc2Cl)ccc1-n1cnnn1
    4 | 0 | -14 | -0.8 | -18 | 2 | -1.0 | 2 | 1
[36] CC(C)CCNC(=O)Cc1ccccc1[N+](=O)[O-]
    -1 | 2 | -16 | 2.1 | -3 | -7 | -1.2 | 5 | 0
[37] O=C(c1ccc(Cl)c(S(=O)(=O)N2CCCC2)c1)N1CCN(c2ccccc2F)CC1
    2 | 3 | -3 | 0.7 | -16 | -12 | 2.2 | 5 | 0
[38] O=C(O)Cc1cn(-c2ccccc2)nc1-c1ccccc1
    2 | 1 | -4 | 0.1 | -12 | -1 | 1.6 | 3 | -1
[39] CCOC(=O)C1(CC)CC(CSc2nc3ccccc3[nH]2)OC1=O (centres undefined)
    -1 | 10 | 7 | -1.7 | -12 | 11 | 2.4 | 6 | -2
[40] COc1cc([N+](=O)[O-])ccc1-c1ccc(C(=O)Nc2ccc(NC(C)=O)cc2)o1
    2 | 29 | -3 | 0.4 | -11 | -7 | 0.4 | 5 | -1
[41] OC1CC(c2ccco2)NC2(CCCCC2)C1 (centres undefined)
    -2 | -5 | 0 | -0.1 | -12 | -8 | -0.9 | 0 | 4
[42] CC(=O)N1c2ccccc2Nc2ccccc21
    3 | -2 | -9 | 0.3 | -3 | -5 | 0.1 | 7 | 3
[43] Cn1c(=NC(=O)c2ccccc2[N+](=O)[O-])sc2cccc(F)c21
    0 | 0 | -11 | 0.5 | 3 | -19 | 11* | 0 | 17*
[44] O=C(Cn1cc2c(n1)CCCC2)Nc1cc(-c2cccc(Cl)c2)no1
    0 | -1 | -15 | 0.9 | 6 | -6 | -0.5 | 7 | -3
[45] O=C(N/N=C/c1cc([N+](=O)[O-])c(N2CCOCC2)cc1N1CCOCC1)c1cccnc1
    0 | 0 | 10 | 0.1 | 0 | -6 | -1.0 | 5 | -1
[46] Clc1ccc(N/N=C/c2ccncc2)cc1Cl
    5 | -7 | 4 | 0.4 | -17 | -7 | 1.6 | 8 | -1
[47] CCCNC(=O)OC[C@H]1O[C@H](CCO/N=C/[C@@H](NS(=O)(=O)c2ccc(C)cc2)[C@H](C)/C=C/CC(=O)OC)C=C[C@@H]1Oc1ccc(OC)cc1
    -1 | 3 | -9 | -0.7 | -6 | . | -0.4 | 2 | -4
[48] O=C(/C=C/NCc1ccc(F)cc1)c1ccccc1
    -3 | 18 | 8 | -0.6 | 0 | 3 | -0.5 | -1 | -1
[49] Cc1ccccc1N1C(S)=C(C#N)C(=O)NC1c1ccco1 (centres undefined)
    0 | 7 | 20 | 0.0 | -13 | 13 | 1.8 | 3 | -1
[50] COC(=O)/C=C/C(=O)N1CCN(c2cccc(Cl)c2)CC1
    0 | 0 | 3 | 0.6 | -24 | -14 | -0.4 | 10 | 1
[51] COC(=O)c1sccc1NC(=O)/C=C/c1ccc(Cl)cc1
    1 | -1 | -9 | 0.2 | 1 | -16 | 1.8 | 9 | -1
[52] Nc1c(C(=O)NC2CCCC2)c2nc3ccccc3nc2n1N
    -4 | -8[fluorescence artefact?] | 3 | 0.5 | -2 | -17 | -1.4 | 8 | 0
[53] COCCNC(=O)COc1ccc(C)c(C)c1
    -3 | 13 | -1 | 2.4 | 9 | -12 | 0.2 | 1 | -2
[54] CC1CCC(NC(=O)c2ccc(CS(=O)(=O)Cc3ccccc3F)o2)CC1 (centres undefined)
    -1 | 9 | -17 | -0.3 | 4 | -16 | -1.3 | 0 | 4
[55] Cc1ccc([N+](=O)[O-])cc1S(=O)(=O)n1ccnc1C
    -3 | -1 | -4 | 0.9 | 10 | -2 | -0.9 | 2 | -1
[56] N#CC1=C(N)SC(N)=C(C#N)C1c1ccoc1
    2 | 5 | 1 | 0.6 | -15 | 5 | 1.1 | 3 | 4
[57] CNC(=O)c1[nH]cnc1C(=O)Nc1ccccc1OC
    -1 | -1 | -8 | 0.5 | 10 | -6 | 3.7 | 5 | 3
[58] COCCNC(=O)C(NC(=O)C1CCC(C)CC1)C(C)C (centres undefined)
    1 | -1 | -2 | -0.1 | -6 | -42 | 2.0 | 7 | -1
[59] Cc1ccc(SCc2cc(=O)[nH]c(N3CCN(C)CC3)n2)cc1
    -3 | 0 | 0 | 0.3 | -7 | -23 | -0.5 | 2 | -2
[60] Cc1c([N+](=O)[O-])ccc(S(=O)(=O)N2CCC(C(N)=O)CC2)c1C
    -4 | -4 | 6 | 1.9 | 3 | 1 | -1.9 | -2 | -3

NPY-Y2 PAM-ag, hit marks shown above.
# | mol | eIF4E-4G inh | NPY-Y2 PAM-ag | PERK inh | S1P4 antagonist | Mdm2 ligase inh | S1P4 ag | Wee1 degr inh
23 | O=C(COC(=O)c1ccco1)Nc1nc2ccc([N+](=O)[O-])cc2s1 | 7 | 42* | 1.0 | 9 | -10 | -1.1 | -2
